Bfl-1 displacement = displacement of Bid BH3 peptide from Bfl-1 – biochemical, fluorescence polarization, FITC-Bid, mouse, primary screen (AID 432). FITC-Bid BH3 peptide fluorescence polarization displacement; higher % means a stronger effect. displacement, % at 20 µM, or IC50 in µM where a hit was titrated. 64,000 tested, 0.02% active; in the data active means a potency from the dose series; inactive means the rest, 99 in 100 with displacement below about 15%; further: strong numbers were not always called active
Alkaline phosphatase = human TNAP enzyme inhibitors, biochemical, luminescent (AID 518). purified TNAP enzyme, luminescent substrate readout; higher % means a stronger effect. inhibition, % at 20 µM; hits with a dose series show IC50 in µM. 64,000 tested, 0.09% active; in the data active means a potency from the dose series; inactive means the rest, 99 in 100 with inhibition below about 22%;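 further: plate controls were vehicle for no effect and reference inhibitor for full effect; many of its hits are not listed in these tables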
Spn MK inh = blocks S. pneumoniae mevalonate kinase | purified MK, PK/LDH-coupled NADH absorbance 340 nm | inhibition, % at 10 µM | 65,000 tested, 0.48% active;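 active means ranked among the strongest by inhibition in the single 10 µM screen, a fixed top-ranked set picked for dose follow-up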; further: no value below 0 was filed
HPDE-C7 viability = HPDE-C7 pancreatic duct cell viability loss – fluorescence, HTS (AID 430); 63,000 tested, 1.8% active; HPDE-C7 pancreatic duct cells viability, fluorescence; higher % means a stronger effect; cytotoxicity, % at 10 µM, or EC50 in µM where a hit was titrated;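 further: cells exposed to compound for 48 hours before viability readout; 0% = vehicle and 100% = reference cytotoxic drug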
Spn PMK inh = inhibitors of Streptococcus pneumoniae phosphomevalonate kinase. inhibition, % at 10 µM. 65,000 tested, 0.49% active. purified PMK, PK/LDH-coupled NADH absorbance 340 nm. AID 539;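 active means top-ranked compounds by inhibition in the single 10 µM screen, taking a fixed number of the strongest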;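 further: 0% = full reaction with DMSO carrier and 100% = background rate without enzyme reaction; no value below 0 was filed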
KRASV12 cytotoxicity = cytotoxicity in KRAS-transformed pancreatic duct cells, primary screen, cell-based, fluorescence, HTS (AID 431); HPDE-C7K KRASV12 cells, Alamar Blue viability, 48 h; higher % means a stronger effect; cytotoxicity, % at 10 µM, or EC50 in µM where a hit was titrated; 63,000 tested, 1.7% active;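 active means compounds whose percent cytotoxicity in the single-dose primary screen, scaled between solvent and toxic-drug controls, exceeds 50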;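 further: 0% = DMSO solvent wells and 100% = doxorubicin-treated wells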
LYP phosphatase = inhibition of human PTPN22 tyrosine phosphatase – biochemical, DiFMUP fluorescence, recombinant catalytic domain, 10 µM, primary screen (AID 606); recombinant LYP catalytic domain, DiFMUP fluorescence; higher % means a stronger effect; one-dose inhibition, % at 10 µM; IC50 in µM for titrated hits; 52,000 tested, under 10 active;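 active means IC50 under 40 µM in the dose-response test; inactive means IC50 of 40 µM or more, or never dose-tested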
HT1080 viability = cytotoxicity in HT1080 fibrosarcoma cells, cell-based, fluorescence readout (AID 620); HT1080 viability, fluorescence; higher % means a stronger effect; cytotoxicity, % at 10 µM, or EC50 in µM where a hit was titrated; 87,000 tested, 0.42% active;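 further: cells exposed to compound overnight then 4 h with Alamar Blue; 0% = vehicle DMSO and 100% = killing control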
Spn DPM-DC inh = blocks S. pneumoniae diphosphomevalonate decarboxylase; 65,000 tested, 0.49% active; purified DPM-DC, PK/LDH coupled NADH fluorescence; AID 556; calls only at 10 µM;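 active means the 320 compounds with the highest percent inhibition in the single-dose primary screen, excluding strongly autofluorescent ones, cut at about 32% in these data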;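 further: kinetic rate of NADH fluorescence loss reporting ADP formed by the decarboxylase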
Spn PMK inh pilot replicates = second read-out of Spn PMK inh, no call of its own (marks repeat the call); inhibition, %; measured here: pilot screen replicates
Spn MK inh pilot replicates = second read-out of Spn MK inh, no call of its own (marks repeat the call); inhibition, %; measured here: pilot screen replicates
Spn DPM-DC inh pilot screen % = further read-out of Spn DPM-DC inh, marked with its call; inhibition, %; measured here: pilot screen trials
Starred values were filed as active, the others as inactive; i = inactive; x = no result given; + = active, no number. Unless noted, no stated cut-off is given here; in the data, active means cytotoxicity above about 50%; inactive means the rest.

Preview, two compounds:
SMILES	Bfl-1 displacement	Alkaline phosphatase	Spn MK inh	HPDE-C7 viability	Spn PMK inh	KRASV12 cytotoxicity	LYP phosphatase	HT1080 viability	Spn DPM-DC inh	others
COc1ccc2oc(=O)c(-c3nnc(NCc4ccco4)s3)cc2c1	11%	6%	0	0%	1	15%	-7%	-4%	i
Cn1c(=O)n(C)c2cc(S(=O)(=O)O)ccc21	-4%	12%	0	-4%	16	-11%	x	2%	i

The whole of this part (from the top)
SMILES	Bfl-1 displacement	Alkaline phosphatase	Spn MK inh	HPDE-C7 viability	Spn PMK inh	KRASV12 cytotoxicity	LYP phosphatase	HT1080 viability	Spn DPM-DC inh	others
COc1ccc2oc(=O)c(-c3nnc(NCc4ccco4)s3)cc2c1	11%	6%	0	0%	1	15%	-7%	-4%	i
Cn1c(=O)n(C)c2cc(S(=O)(=O)O)ccc21	-4%	12%	0	-4%	16	-11%	x	2%	i
Cc1nc(SCC(=O)c2ccccc2)c(C#N)c(-c2ccco2)c1C(=O)NCc1ccco1	0%	4%	0	5%	3	12%	10%	2%	i
Cc1nnc(SCC(=O)Nc2nccs2)[nH]c1=O	-6%	10%	3	-17%	14	-6%	6%	4%	i
CCOC(=O)N1CCN(C(=O)c2ccccc2NC(=O)COc2ccccc2C)CC1	-1%	4%	9	2%	3	7%	-12%	-6%	i
Cc1cc(C)cc(N(CC(=O)N2CCc3ccccc32)S(=O)(=O)c2c(C)noc2C)c1	1%	6%	0	-5%	1	-1%	7%	1%	i
CC(=O)C1C(c2ccc(Cl)cc2)NC(=O)NC1(O)C(F)(F)F (stereo not drawn)	-1%	9%	0	-1%	7	-3%	-6%	3%	i
COC(=O)c1cccc(S(=O)(=O)N(Cc2ccco2)Cc2cc3ccc(OC)cc3[nH]c2=O)c1	-11%	10%	4	-2%	10	1%	9%	-4%	i
CCc1cc2c(NCC(=O)O)ncnc2s1	3%	25%	8	-3%	11	7%	9%	-7%	i
Cc1cc2cc(CCNS(C)(=O)=O)c(=O)[nH]c2cc1C	-6%	7%	4	-2%	16	2%	8%	2%	i
Cc1nn(C)c(C)c1NC(=O)CSc1nnc(C)n1-c1ccccc1	-6%	10%	9	-14%	5	-11%	25%	-1%	i
CCOc1ccccc1C(=O)N(CN1CCCC1=O)c1ccc(C)c(Cl)c1	0%	5%	0	-1%	0	13%	-4%	7%	i
COc1ccc(C(C)NC(=O)C2C(=O)NC3(C)CC2c2ccccc2O3)cc1 (stereo not drawn)	-13%	1%	12	-4%	17	-4%	x	2%	i
COc1ccc(C2C3=C(OC(C)=O)c4ccccc4C3=Nc3c2c(=O)n(C)c(=O)n3C)cc1 (stereo not drawn)	0%	17%	19	36%	44*	38%	9%	x	+	Spn PMK inh pilot replicates=2.0*;Spn MK inh pilot replicates=1.5;Spn DPM-DC inh pilot screen %=3.5*
CC1CC(C)CN(S(=O)(=O)c2ccc(NC(=O)C3COc4ccccc4O3)cc2)C1 (stereo not drawn)	0%	10%	8	-6%	7	-4%	6%	-10%	i
CC1(C)Cc2c(sc3nc(NCCN4CCOCC4)n4ncnc4c23)CO1	-4%	4%	8	13%	0	27%	10%	1%	i
O=C(O)CCN1C(=O)CC2(CCCCC2)C1=O	-2%	9%	0	-8%	12	-7%	-1%	8%	i
COC(=O)N1CCN(S(=O)(=O)c2ccc(F)cc2)CC1	-5%	9%	3	-19%	10	-22%	-9%	x	i
Cc1ccccc1-n1nc(C)c2cc(C(=O)NCc3cccnc3)sc21	-5%	12%	5	-20%	1	-8%	x	8%	i	Spn PMK inh pilot replicates=2.5;Spn MK inh pilot replicates=0.0;Spn DPM-DC inh pilot screen %=1.5
COCCNC(=O)CSc1nc2ccccc2c2nc(C)nn12	-20%	9%	5	4%	12	-1%	12%	9%	i

Copied from the results shown, 11 compounds:
SMILES	Bfl-1 displacement	Alkaline phosphatase	Spn MK inh	HPDE-C7 viability	Spn PMK inh	KRASV12 cytotoxicity	LYP phosphatase	HT1080 viability	Spn DPM-DC inh	others
Cc1cc2cc(CCNS(C)(=O)=O)c(=O)[nH]c2cc1C	-6%	7%	4	-2%	16	2%	8%	2%	i
Cc1nn(C)c(C)c1NC(=O)CSc1nnc(C)n1-c1ccccc1	-6%	10%	9	-14%	5	-11%	25%	-1%	i
CCOc1ccccc1C(=O)N(CN1CCCC1=O)c1ccc(C)c(Cl)c1	0%	5%	0	-1%	0	13%	-4%	7%	i
COc1ccc(C(C)NC(=O)C2C(=O)NC3(C)CC2c2ccccc2O3)cc1 (stereo not drawn)	-13%	1%	12	-4%	17	-4%	x	2%	i
COc1ccc(C2C3=C(OC(C)=O)c4ccccc4C3=Nc3c2c(=O)n(C)c(=O)n3C)cc1 (stereo not drawn)	0%	17%	19	36%	44*	38%	9%	x	+	Spn PMK inh pilot replicates=2.0*;Spn MK inh pilot replicates=1.5;Spn DPM-DC inh pilot screen %=3.5*
CC1CC(C)CN(S(=O)(=O)c2ccc(NC(=O)C3COc4ccccc4O3)cc2)C1 (stereo not drawn)	0%	10%	8	-6%	7	-4%	6%	-10%	i
CC1(C)Cc2c(sc3nc(NCCN4CCOCC4)n4ncnc4c23)CO1	-4%	4%	8	13%	0	27%	10%	1%	i
O=C(O)CCN1C(=O)CC2(CCCCC2)C1=O	-2%	9%	0	-8%	12	-7%	-1%	8%	i
COC(=O)N1CCN(S(=O)(=O)c2ccc(F)cc2)CC1	-5%	9%	3	-19%	10	-22%	-9%	x	i
Cc1ccccc1-n1nc(C)c2cc(C(=O)NCc3cccnc3)sc21	-5%	12%	5	-20%	1	-8%	x	8%	i	Spn PMK inh pilot replicates=2.5;Spn MK inh pilot replicates=0.0;Spn DPM-DC inh pilot screen %=1.5
COCCNC(=O)CSc1nc2ccccc2c2nc(C)nn12	-20%	9%	5	4%	12	-1%	12%	9%	i

Carrying on.
SMILES	Bfl-1 displacement	Alkaline phosphatase	Spn MK inh	HPDE-C7 viability	Spn PMK inh	KRASV12 cytotoxicity	LYP phosphatase	HT1080 viability	Spn DPM-DC inh	others
N#Cc1nc(-c2cccs2)oc1NCc1ccc(Cl)cc1	3%	20%	12	20%	9	47%	14%	0%	x	Spn PMK inh pilot replicates=5.0;Spn MK inh pilot replicates=0.5
Cc1c(C(=O)NCc2cccnc2)sc2nc(-c3ccc(F)cc3)cn12	0%	10%	0	-4%	5	0%	16%	1%	i
CCOc1ccc(N2C(=O)CC(NCc3ccc(F)cc3)C2=O)cc1 (stereo not drawn)	-1%	6%	6	-16%	5	3%	-1%	4%	i
NS(=O)(=O)c1ccc(-c2ccc(C=NC3CCS(=O)(=O)C3)o2)cc1 (stereo not drawn)	0%	10%	0	3%	5	-32%	x	-4%	i
COC(=O)C1=C(C)NC(=O)C1(Nc1ccc(Cl)cn1)C(F)(F)F (stereo not drawn)	-5%	13%	9	-2%	7	4%	-7%	6%	i	Spn PMK inh pilot replicates=4.0;Spn MK inh pilot replicates=2.0;Spn DPM-DC inh pilot screen %=0.5
CC1CC(=O)N(CC(=O)N2CCCC2)c2ccccc2S1 (stereo not drawn)	0%	4%	9	-20%	7	-21%	x	2%	i
O=C(c1cnn2c(C(F)F)cc(C3CC3)nc12)N1CCOCC1	-1%	19%	9	5%	6	8%	14%	0%	i	Spn PMK inh pilot replicates=4.0;Spn MK inh pilot replicates=0.0;Spn DPM-DC inh pilot screen %=0.5
CCOC(=O)N1CCN(C(=O)CN(c2ccccc2OC)S(=O)(=O)c2ccc(C)cc2)CC1	-1%	11%	13	-5%	0	-9%	10%	-9%	i
COC(=O)C1Sc2[nH]c(=O)sc2C(c2ccc(Cl)cc2)C1C(=O)OC (stereo not drawn)	-1%	3%	1	-11%	22	-18%	0%	-6%	i
CCCCNC(=O)CSc1nnc(NC(C)=O)s1	-2%	0%	6	-2%	5	-20%	-4%	4%	i
C=CCSc1[nH]c(=O)cc(C)c1C(N)=O	1%	8%	6	-7%	6	1%	8%	x	i
Cc1csc2ncc(C(=O)Nc3cccc(C(F)(F)F)c3)c(=O)n12	-2%	5%	3	3%	5	6%	-2%	4%	i
Cc1ccc(S(=O)(=O)N(C)CC(=O)N2CCCc3ccccc32)cc1	2%	13%	7	-11%	6	-6%	16%	-5%	i
COCCNC(=O)CN(c1cc(C(F)(F)F)ccc1Cl)S(C)(=O)=O	-8%	7%	14	-8%	20	-8%	2%	-5%	i
Cn1c2c(c(=O)n(C)c1=O)CN(CC1CCCO1)CN2 (stereo not drawn)	5%	8%	0	10%	16	2%	x	15%	i
CC(=O)c1c(C)[nH]c(C(=O)NCc2cccs2)c1C	-3%	19%	7	4%	7	21%	17%	32%	i	Spn PMK inh pilot replicates=8.0;Spn MK inh pilot replicates=0.0;Spn DPM-DC inh pilot screen %=0.0
Cc1cc(Cl)c(S(N)(=O)=O)cc1OCC(N)=O	-14%	11%	4	-1%	4	-7%	-18%	17%	i
O=C(c1ccccc1)N1CCN(C(=O)C23CC4CC(CC(C4)C2)C3)CC1	-5%	4%	1	2%	10	6%	0%	26%	i
Cc1c(Br)c(C(F)(F)F)nn1CC(=O)NCCN1CCOCC1	0%	5%	10	-5%	9	-1%	8%	16%	i	Spn PMK inh pilot replicates=3.5;Spn MK inh pilot replicates=1.0;Spn DPM-DC inh pilot screen %=2.5
COc1ccc(N2Cc3cccc(C(=O)N4CCOCC4)c3C2=O)cc1	-8%	7%	8	-15%	18	-9%	11%	10%	i
Cc1ccc(-n2nc3c(c2NC(=O)CCC2CCCCC2)CS(=O)C3)cc1 (stereo not drawn)	1%	-9%	9	-26%	13	-1%	-1%	2%	i
CCOC(=O)c1[nH]c2cc(OC)c(OC)cc2c1NC(=O)c1nonc1C	-2%	5%	11	-1%	0	3%	2%	-2%	i
Cn1c(=O)c2c(nc(SC3C(=O)CC(C)(C)CC3=O)n2C)n(C)c1=O	-3%	6%	7	-6%	8	-22%	16%	-11%	i
COCCn1nnnc1C(c1ccc(OC)cc1OC)N1CCN(c2ccccc2F)CC1 (stereo not drawn)	-5%	7%	0	x	3	x	x	-1%	i
CCCSc1nc2c(c(=O)[nH]c(=O)n2C)n1C	-2%	19%	7	2%	7	-3%	-1%	3%	i
CCOc1ccc(CN2CCC(=O)NC2=O)cc1	4%	12%	0	-10%	7	1%	-23%	-1%	i
Cc1[nH]nc2c1C(Cc1ccccc1)C(C#N)=C(N)O2 (stereo not drawn)	3%	14%	6	-12%	2	-11%	x	-2%	i
COc1ccc(C(=O)NC(=O)CSc2nnc(-c3ccco3)n2-c2ccccc2)cc1	-8%	16%	2	4%	17	-14%	-2%	-3%	i	Spn PMK inh pilot replicates=3.0;Spn MK inh pilot replicates=0.0;Spn DPM-DC inh pilot screen %=2.0
COC(=O)c1cc(NC(=O)C2COc3ccccc3O2)ccc1Cl (stereo not drawn)	-5%	12%	0	-11%	0	-3%	4%	-1%	i
COc1ccc(N(C(=O)C2CCCCC2)C2C=CS(=O)(=O)C2)c(OC)c1 (stereo not drawn)	-19%	2%	0	4%	15	-5%	x	5%	i
COc1cc2c3c(c1)/C(=C1/SC(NC(C)=O)=NC1=O)C(=O)N3C(C)(C)C=C2C	-2%	6%	5	21%	2	26%	17%	8%	i	Spn PMK inh pilot replicates=0.0;Spn MK inh pilot replicates=0.0;Spn DPM-DC inh pilot screen %=0.0

Compound activity (PubChem BioAssay)
